Assay outcomes from PubChem.
mcGAS lum: cyclic GMP-AMP synthase inhibitors, mouse, primary biochemical chemiluminescence | recombinant cGAS, Kinase-Glo ATP depletion luminescence | inhibition, % at 12.5 µM | actives 0.15% (n = 160,000);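 note: 0% = negative control wells and 100% = reference inhibitor with no enzyme activity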
NPYLR7 ag: agonists of mosquito NPYLR7 receptor, primary screen, cell-based, Aedes aegypti, calcium fluorescence, mosquito biting behavior | actives 0.15% (n = 270,000) | AID 1259423, 2018 | HEK293T NPYLR7/Galpha15, GCaMP6s calcium fluorescence | activation, % at 10 µM | Aedes aegypti neuropeptide Y-like receptor 7 (NPYLR7); in the data active = activation above about 40%;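 note: 0% = vehicle and 100% = reference agonist at the receptor; some compounds past the cut are filed as inactive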
hcGAS inh: Primary biochemical luminescence assay for human cyclic GMP-AMP synthase inhibitors; actives 0.081% (n = 290,000); AID 1259398, 2018; inhibition, % at 12.5 µM; recombinant h-cGAS, ATP depletion, Kinase-Glo luminescence;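 note: 0% = vehicle reaction and 100% = reaction without DNA for no activity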
Target sequence (Q8N884 whole entry, looked up): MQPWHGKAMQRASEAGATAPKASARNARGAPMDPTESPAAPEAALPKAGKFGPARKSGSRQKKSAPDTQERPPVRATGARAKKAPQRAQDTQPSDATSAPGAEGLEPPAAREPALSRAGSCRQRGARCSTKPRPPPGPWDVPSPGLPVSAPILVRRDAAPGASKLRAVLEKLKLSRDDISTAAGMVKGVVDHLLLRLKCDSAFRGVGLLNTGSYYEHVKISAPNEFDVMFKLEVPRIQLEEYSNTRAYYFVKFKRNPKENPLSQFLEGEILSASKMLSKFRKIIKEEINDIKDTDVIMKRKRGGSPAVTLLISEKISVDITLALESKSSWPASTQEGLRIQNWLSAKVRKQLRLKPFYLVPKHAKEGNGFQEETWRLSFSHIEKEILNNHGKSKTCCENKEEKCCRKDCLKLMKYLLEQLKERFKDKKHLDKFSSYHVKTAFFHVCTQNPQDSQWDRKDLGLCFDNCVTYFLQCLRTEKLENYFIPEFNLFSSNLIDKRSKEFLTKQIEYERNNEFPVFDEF
Starred values were filed as active, the others as inactive; . = no result given. Cut-off read from the data, not from the text of the source, unless noted: active = inhibition above about 40%; inactive = the rest. Outcome played no part in choosing rows; any-hit rate near 0.29%.

Below each compound – hcGAS inh | NPYLR7 ag | mcGAS lum
CC(C)(C)c1cc2nc(-c3ccccc3)cc(C(=O)NCc3ccccn3)n2n1
  7 | -11 | 1
O=C(Nc1ccc(F)c(F)c1F)N1CC(=O)N2CCc3c(F)cccc3C2C1 (configuration not stated)
  -11 | 26 | -6
CCOC(=O)C1CCCCN1CC(=O)N1N=C(c2ccc(C)c(C)c2)CC1c1ccc(Cl)cc1 (configuration not stated)
  0 | -8 | 0
O=C(C1CCCC1)N(CC(=O)N1CCc2sccc2C1COc1ccc(Cl)cc1)CC1CCCO1 (configuration not stated)
  -2 | 1 | -3
Cc1ccc2oc(-c3ccc(Cl)cc3OS(C)(=O)=O)nc2c1
  -5 | -1 | -7
CN1CCC(O)(CNc2ccnc(C(=O)NCc3cccnc3)c2)CC1
  -3 | 9 | .
Cc1ccc(C)c(OC(C)C(=O)N(C)Cc2nc3ccccc3[nH]2)c1 (configuration not stated)
  -1 | 14 | -15
CCOC(=O)c1cc(-c2ccc(OC)cc2)n(C2CCN(C(=O)c3c(-c4c(F)cccc4Cl)noc3C)CC2)n1
  -6 | 18 | -5
CN(C)c1ccc(NC(=O)c2cccc(F)c2)cc1CN(CC1CCCO1)C(=O)C1CC1 (configuration not stated)
  -2 | 21 | -8
Cc1ccnn1-c1ccc(C(=O)NCCC(=O)N2CCCC2)cc1
  2 | 0 | .
Cc1nn(CC(=O)Nc2ncc(Cl)cc2Cl)c(C)c1[N+](=O)[O-]
  -6 | -11 | -6
Cc1ccc(CNC(=O)c2cn(C)c3c(=O)n(-c4ccc(Cl)cc4)c(=O)[nH]c23)cc1
  -10 | 4 | .
CNC(C(=O)O)c1ccccc1C(F)(F)F (configuration not stated)
  -11 | -1 | .
N[C@@H](CCC(=O)N[C@@H](CCSC(CC(=O)O)C(=O)O)C(=O)NCC(=O)O)C(=O)O (some centres not stated)
  -1 | -7 | -5
Cc1cc(NC(=O)CN2CCCC2c2cccc(N(C)C)c2)on1 (configuration not stated)
  -2 | -25 | .
COc1ccc(C(=O)NCCN2CCn3cc(OCc4ccccc4)c(=O)cc3C2=O)cc1
  -7 | 6 | .
CC(=O)Nc1cccc(NC(=O)CSc2nc(=O)n(CC3CCCO3)c3c2CCC3)c1 (configuration not stated)
  -4 | -2 | 0
Cc1cccc(OC(C)C(=O)Nc2ccc(Cl)cc2F)c1 (configuration not stated)
  -4 | -5 | .
CCCC(=O)N1CCC1(C)C(=O)NCc1cc(F)ccc1F (configuration not stated)
  -9 | 2 | .
COc1nc(-c2ccc3c(c2)OCO3)n(-c2ccc(NC(=O)c3cc(Cl)cc(Cl)c3)cc2)n1
  -4 | . | -9
CCCS(=O)(=O)c1c(S(=O)(=O)CCC)c2ccccn2c1C(=O)N/N=C\c1ccncc1
  -3 | 0 | .
O=C(NCc1ccccn1)c1cccnc1Oc1ccc(Cl)cc1
  -5 | -9 | .
COc1ccccc1N1C[C@@H]2C[C@@H](c3ccc(C#CCCO)cc3)N3CCC[C@@]23C1=O
  -12 | 5 | .
O=C(NCC1CCCN(Cc2cccn2-c2cccnc2)C1)c1n[nH]c2ccccc12 (configuration not stated)
  -5 | 8 | .
COCCN(CC(=O)N1CCc2sccc2C1COc1cccc(F)c1)C(=O)c1cccc(OC)c1 (configuration not stated)
  -6 | -2 | -5
C[C@H](CCC(=O)N1CCC2(CC1)OCCO2)[C@H]1CC[C@H]2[C@@H]3C(=O)C[C@@H]4CC(=O)CC[C@]4(C)[C@H]3CC(=O)[C@]12C
  -6 | -7 | -3
CCCCc1ccc(S(=O)(=O)NC(=O)C2(C)CCN2C(=O)C/C=C/c2ccccc2)cc1 (configuration not stated)
  -7 | 3 | .
O=C(c1cn(Cc2ccc(F)cc2)nn1)N(CC1CCC1)CC1CCCO1 (configuration not stated)
  0 | 3 | .
Cn1c(=O)[nH]c(=O)c2[nH]c(SCC(=O)O)nc21
  6 | 1 | .
c1ccc(-n2c(SCc3cn4ccsc4n3)nc3ccccc32)cc1
  1 | -7 | .
CC(CC#N)NC(=O)c1c(-n2cccc2)sc2c1CCSC2 (configuration not stated)
  -8 | 5 | .
CCc1[nH]n(-c2ccc(Cl)c(Cl)c2)c(=O)c1C1=C([n+]2cccc(C)c2)C(=O)N(CCOC)C1=O
  -12 | 11 | -9
COc1cc2c(cc1OC)C(C(C)NC(=O)C1CC1)N(Cc1ccccc1C)CC2 (configuration not stated)
  -9 | 2 | -10
CC1CCCCN1CCCNC(=O)Nc1cccc2ccccc12 (configuration not stated)
  4 | 2 | .
CC(C)CCN(Cc1cccn1C)CC(O)COCC(C)C (configuration not stated)
  -1 | -1 | 0
CSc1nc2nc(C)c(CCC(=O)NCCc3ccccc3)c(C)n2n1
  -4 | 3 | .
Cc1ccc(-n2nc(C(=O)NCC3CC3)c(=O)n(Cc3cccc(F)c3)c2=O)cc1C
  -7 | 16 | -6
N#Cc1c(-c2ccc(F)cc2)cc(-c2cccnc2)nc1N
  7 | 12 | .
CSc1nc(N2CCCCC2)c2cnn(CCN)c2n1
  3 | -1 | .
CC1(C)O[C@]23C[C@H]1C[C@H](OC(=O)c1ccoc1)[C@]2(C)[C@@H](OC(=O)c1ccoc1)CCC3(C)O (some centres not stated)
  -1 | -17 | -5

One compound at a time (already shown):
Entry for CSc1nc(N2CCCCC2)c2cnn(CCN)c2n1 : hcGAS inh = 3; NPYLR7 ag = -1; mcGAS lum = .
Entry for O=C(NCc1ccccn1)c1cccnc1Oc1ccc(Cl)cc1 : hcGAS inh = -5; NPYLR7 ag = -9; mcGAS lum = .

The listing picks up with the 4 entries that preceded the break.
Below each compound – hcGAS inh | NPYLR7 ag | mcGAS lum
Cc1ccc(-n2nc(C(=O)NCC3CC3)c(=O)n(Cc3cccc(F)c3)c2=O)cc1C
  -7 | 16 | -6
N#Cc1c(-c2ccc(F)cc2)cc(-c2cccnc2)nc1N
  7 | 12 | .
CSc1nc(N2CCCCC2)c2cnn(CCN)c2n1
  3 | -1 | .
CC1(C)O[C@]23C[C@H]1C[C@H](OC(=O)c1ccoc1)[C@]2(C)[C@@H](OC(=O)c1ccoc1)CCC3(C)O (some centres not stated)
  -1 | -17 | -5
Cc1ccc(-c2nc(NCCN3CCOCC3)c3ccccc3n2)cc1
  -4 | 23 | -3
Cc1nnc(SCC(=O)Nc2sc3c(c2C#N)CCC3)s1
  3 | 1 | 0
CCOCCOc1nc(-c2ccccc2F)n(-c2ccc(NS(=O)(=O)c3ccc(C)cc3)cc2)n1
  -13 | 15 | -4
CCc1c(C)nc(-c2cccc(C(F)(F)F)c2)nc1N1CCN(C(=O)c2ccc(Cl)c(Cl)c2)CC1
  6 | -3 | 1
COc1ccc(N2CCN(C(=O)c3csc(CSc4nnc(-c5ccccc5Cl)n4-c4cccc(Cl)c4)n3)CC2)cc1
  -2 | 20 | -3
COc1ccc(-c2coc3c(OC)c(OC)cc(O)c3c2=O)cc1
  -3 | . | -2
O=C(O)C1CCCN1C(=O)CN1C(=O)C2C3C=CC(C3)C2C1=O (configuration not stated)
  1 | 16 | .
Clc1ccccc1N=c1oc2ccc(Br)cc2cc1-c1nc2ccccc2[nH]1
  -2 | 0 | .
CC(=O)Nc1ccc(S(=O)(=O)N2CCN(Cc3cc(=O)c(OCc4ccc(-c5ccccc5C#N)cc4)co3)CC2)cc1
  3 | 3 | 0
Cn1nc(C(C)(C)C)cc1C(=O)N1CCCCC1c1cc(C(=O)N2CCOCC2)no1 (configuration not stated)
  -6 | -1 | -4
CCOC(=O)CC(C)=NNC(N)=S
  -4 | 3 | .
COc1ccc(C(CC(=O)N(C)CCc2ccc(OC)c(OC)c2)c2c[nH]c3ccccc23)c(OC)c1 (configuration not stated)
  -7 | -4 | -5
CC(C)CNC(=O)C1(C)CCCN1C(=O)c1ccc2sccc2c1 (configuration not stated)
  -16 | 4 | -6
CCc1c2ccc(C)n2cc[n+]1C
  -2 | -14 | .
Cc1cc(C(=O)OCC(=O)NN2C(=O)NC3(CCC(C)CC3)C2=O)c(C)o1 (configuration not stated)
  -5 | 1 | .
CC1CCCCC1NC(=S)N1CCC(C(N)=O)CC1 (configuration not stated)
  1 | -2 | -4
CCOC(=O)C1(C)CCCN1C(=O)c1ccc(N(C)C)cc1 (configuration not stated)
  -16 | 2 | .
Cc1cnc(CN(C)C(=O)CCCc2nc(-c3ccccc3C)no2)[nH]1
  -1 | 5 | -17
CC(=O)c1ccccc1-c1ccc(-c2ccnc(C)c2-c2nn[nH]n2)cc1
  -6 | 6 | .
CN(/N=C\c1ccc([N+](=O)[O-])cc1)c1nc(-c2cc3ccccc3oc2=O)cs1
  2 | -9 | -6
CSc1ccc(C2NC(=O)c3c(sc4c3CCN(C)C4)N2)cc1 (configuration not stated)
  3 | 12 | -1
Cc1ccc(-n2nnc3c(N4CCN(C(=O)Cc5cccc(C)c5)CC4)ncnc32)cc1
  -8 | -5 | -9
COc1ccc(Nc2nc(NCc3ccccc3OC)nc3[nH]ncc23)cc1
  -12 | 2 | .
COc1cccc(C2(C(=O)NCc3cnn(C)c3)CCCC2)c1
  -3 | 4 | .
CCOC(=O)c1cnc2cc(C(F)(F)F)ccc2c1N1CCN(C(C)=O)CC1
  -12 | 3 | -8
O=c1c2cnc(N3CCOCC3)nc2ccn1-c1ccc(Cl)c(Cl)c1
  -9 | 5 | .
c1cc2c(cc1OC1CCNCC1)CCC2
  7 | 0 | .
S=C(Cc1nc(-c2ccccc2)cs1)N1CCOCC1
  -12 | 3 | .
CCC(C(=O)Nc1ccc(N2CCN(c3ccccc3OC)CC2)c(C(=O)NC(C)c2ccccc2)c1)c1ccccc1 (configuration not stated)
  -1 | 0 | -3
CCCCOc1ccc(CSc2nnc(CC)n2N)cc1[N+](=O)[O-]
  0 | -4 | -5
Cc1cc(C)c2nc(N(Cc3cccnc3)C(=O)c3ccc(S(=O)(=O)N(C)C)cc3)sc2c1
  -8 | -11 | -8
CCNC(=O)C1CCN(C2CCc3c(F)ccc(F)c32)CC1 (configuration not stated)
  -11 | -15 | .
Cn1nnnc1SCc1nc(-c2cccc(C(F)(F)F)c2)no1
  -12 | 0 | .
CC(C)CC(=O)C(=O)N1CCC2(CCCN(CC3CCCCC3)C2=O)C1 (configuration not stated)
  -5 | -1 | .
O=C(COCc1ccccc1)NCCNc1nc(C2CC2)nc2cc(Cl)ccc12
  3 | 6 | -5
CC(C)c1nc(CN2CCC3(C2)NC(=O)N(C(C)C)C3=O)no1 (configuration not stated)
  -6 | 5 | .
O=[N+]([O-])c1cc(S(=O)(=O)N2CCCC2)ccc1NN=Cc1ccco1
  -6 | -12 | .
CCC(C)NC(=O)COC(=O)c1n[nH]c2ccccc12 (configuration not stated)
  -6 | 6 | .
Cc1ccccc1C(=O)N[C@@H]1CCCCC1NC(=O)C1CCCN(C(=O)c2ccccc2Br)C1 (some centres not stated)
  0 | 5 | -5
CC1(C)CN(C(=O)C2CCC2)C2(S1)C(=O)N(Cc1ccc(F)cc1)c1ccccc12 (configuration not stated)
  -5 | -2 | -6
CS(=O)(=O)c1ccc(CC(=O)Nc2nnc(-c3cc4ccccc4o3)o2)cc1
  5 | 4 | .
O=C(c1ccc(Cl)cc1)c1ccsc1
  -6 | 2 | .
COc1ccc(-c2csc(-n3[nH]c(-c4ccccc4)c(N=Nc4ccccc4C(=O)N4CCOCC4)c3=O)n2)cc1
  12 | 4 | 2
Cc1onc(-c2ccccc2Cl)c1C(=O)Nc1nc(-c2ccc([N+](=O)[O-])cc2)cs1
  -8 | -11 | -1
COc1ccc(C(=O)N2CCc3c(nc(-c4ccncc4)nc3N(C)C)C2)cc1C
  -5 | 7 | .
COc1ccc(C2CC(C(F)(F)F)n3ncc(C(=O)N4CCOCC4)c3N2)cc1 (configuration not stated)
  -2 | 11 | -6
O=C(CSc1nnc2ccc(-c3ccc(Cl)cc3)nn12)N1CCN(c2ccccc2)CC1
  -7 | -12 | -7
c1ccc(Cc2nc(C3CCN(c4ncccn4)CC3)n[nH]2)cc1
  -6 | -3 | -6
CCOc1ccccc1C(=O)N1[C@@H](c2ccco2)[C@@H](CO)C[C@]12CCCCNC2=O
  -3 | 1 | -8
COc1cccc(C(=O)N(CCc2ccccc2)C(C)c2nc3cc(Cl)ccc3c(=O)n2-c2ccc(C)cc2)c1 (configuration not stated)
  -2 | -1 | -4
CCC(C)(C)NC(=O)[C@H](CC(C)C)N1CC[C@@]2(CCCN2C(=O)CCC(C)=O)C1=O
  0 | 0 | -2
CCCn1ccnc1-c1c(-c2ccccc2)ncn1CCS(C)(=O)=O
  -4 | 0 | .
CC(C)S(=O)(=O)NC(=O)C1(C)CCN1C(=O)Cc1ccccc1Cl (configuration not stated)
  -10 | 4 | .
CC(=O)NCC1=CCCN(Cc2nc3ccsc3c(=O)[nH]2)C1
  -5 | 15 | .
COCCCN1C(=O)N(Cc2ccccc2)C(=O)C12CCN(Cc1c(F)cccc1Cl)CC2
  -20 | 18 | -8
O=C(Cn1nnc(-c2cccc(Cl)c2)n1)N1CCNC1=O
  -9 | 1 | -6
O=C1CC(Nc2ccc(Cl)cc2)C(=O)N1c1ccc(Cl)c(Cl)c1 (configuration not stated)
  1 | 0 | 1
COc1ccc(N2C(=O)C3CC=CC(C)C3C2=O)cc1Cl (configuration not stated)
  3 | 10 | 2
C=CCn1c(=O)c2c(nc3n(-c4ccccc4N)c(C)c(C)n23)n(C)c1=O
  -3 | -6 | .
